Compound activity: PubChem, several laboratories
Keap1-Nrf2 PPI: Keap1-Nrf2 protein-protein interaction inhibitors, primary screen, biochemical, fluorescence polarization, single point. Kelch-like ECH-associated protein 1 (Homo sapiens), Q14145. Keap1 Kelch-Nrf2 peptide fluorescence polarization, 1536-well. inhibition, % at 9.4 µM. 0.15% of 340,000 active; in the data active means inhibition above about 12%; inconclusive means no clear call, values can overlap the other calls; inactive means below about 7.3%;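 further: human Keap1 Kelch domain with fluorescein labeled Nrf2 9mer peptide probe; 0% = neutral control wells and 100% = peptide positive control; higher means more block of Keap1 binding to Nrf2 peptide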
CAL PDZ FP-1: untagged CAL PDZ binding inhibitors, primary screen, biochemical, fluorescence polarization, HTS | Golgi-associated PDZ and coiled-coil motif-containing protein (Homo sapiens), Q9HD26 | purified CAL PDZ, TMR-peptide fluorescence polarization, 1 h | inhibition, % at 24.9 µM | 0.92% of 300,000 active | AID 602252, 2012;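 active means mean inhibition of at least 30% with at least half of replicates also reaching 30%; inconclusive means no clear call, values can overlap the other calls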;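 further: 0% = DMSO neutral control and 100% = excess unlabeled competitor peptide PRC23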
SR-BI DiI-HDL act: activators of SR-BI mediated DiI-HDL uptake, primary screen, ldlA[mSR-BI] CHO cells, DiI fluorescence. 0.096% of 320,000 active. 3 h; 100 = double the neutral-control signal. activation, % at 12.5 µM;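 active means mean replicate activation of at least 60% and every replicate at or above 60%; inconclusive means mean or all-replicate condition met, but not both; inactive means mean below 60% and not all replicates reaching 60%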;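 further: 0% = median plate neutral-control signal and 100% = twice that signal; values of inactives mirror those of a sister screen read the other way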
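Test system: SR-BI-overexpressing, LDLR-lacking CHO cells. Measured by: DiI fluorescence, bottom read. Medium: Ham's F12 with 0.5% BSA, HEPES 25 mM, pH 7.4. Timing: 3 h uptake period with compound, 37 °C.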
DAGLB inhibitor: DAGLB lipase inhibitors, primary screen, biochemical, fluorescence, HTS. HEK293T DAGLB membrane lysate, EnzChek fluorogenic substrate. inhibition, % at 5.17 µM. 0.059% of 340,000 active; in the data active means inhibition above about 34%;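 further: 0% = enzyme with vehicle and 100% = wells lacking enzyme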
Target sequence (Q8NCG7 whole entry, looked up): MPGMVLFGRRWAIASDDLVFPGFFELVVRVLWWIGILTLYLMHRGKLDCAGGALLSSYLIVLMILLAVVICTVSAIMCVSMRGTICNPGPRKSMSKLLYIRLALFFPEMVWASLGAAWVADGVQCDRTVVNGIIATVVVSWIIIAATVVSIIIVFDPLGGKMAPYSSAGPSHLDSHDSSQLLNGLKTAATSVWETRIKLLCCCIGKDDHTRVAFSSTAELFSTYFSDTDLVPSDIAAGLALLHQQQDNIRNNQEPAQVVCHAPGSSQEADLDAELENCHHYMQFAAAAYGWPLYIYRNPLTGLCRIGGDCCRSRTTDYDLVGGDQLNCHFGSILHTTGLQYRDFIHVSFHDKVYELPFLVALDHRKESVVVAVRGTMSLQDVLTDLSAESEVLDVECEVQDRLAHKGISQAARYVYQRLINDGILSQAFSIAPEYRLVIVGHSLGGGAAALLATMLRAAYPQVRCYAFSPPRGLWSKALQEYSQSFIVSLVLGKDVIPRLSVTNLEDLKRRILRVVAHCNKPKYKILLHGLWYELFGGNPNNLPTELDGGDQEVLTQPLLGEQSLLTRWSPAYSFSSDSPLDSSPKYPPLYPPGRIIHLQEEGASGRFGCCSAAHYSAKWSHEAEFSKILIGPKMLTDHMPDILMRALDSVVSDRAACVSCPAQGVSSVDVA
RTF Ca sens act: cardiac RTF calcium sensitivity activators, primary screen, biochemical, IANBD-TnC fluorescence, EC20 calcium; Troponin I, cardiac muscle (Homo sapiens) + Troponin T, cardiac muscle (Homo sapiens) + …; 0.24% of 340,000 active; activation, % at 7.2 µM; IANBD-labeled TnC RTF fluorescence at EC20 calcium; 0% EC20 calcium, 100% full calcium; AID 493008, 2010;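 active means activation above the mean over all tested compounds plus 3 SD, cut at about 30% in these data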;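 further: rise in fluorescence read as greater calcium sensitivity of cardiac thin filaments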
CAL PDZ FP-2: CAL PDZ peptide-binding inhibitors, primary screen, biochemical, fluorescence polarization, Cer-tagged CAL PDZ, HTS. AID 504414, 2011. 0.02% of 330,000 active. purified CAL PDZ, TMR-peptide fluorescence polarization, 1 h. inhibition, % at 20 µM. Golgi-associated PDZ and coiled-coil motif-containing protein (Homo sapiens), Q9HD26;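 active means highest replicate inhibition of at least 40%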;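 further: plate controls were DMSO neutral control wells for no effect and unlabeled competitor peptide control wells for full effect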
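Test system: tagged CAL PDZ domain / Buffer or medium: sodium phosphate/NaCl buffer pH 7.4 with TCEP, IgG, Thesit / Reagent: TMR-labelled reporter peptide T*-PRC34 bound in PDZ groove / Compound dosing: single point, 20 µM / Schedule: 1 h incubation at room temperature before polarization reading / Technique: fluorescence polarization (mP) / Benchmarks: unlabelled peptide, DMSO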
PKA-R2B activ: activators of PKA-R2B holoenzyme, primary screen, biochemical, fluorescence polarization, Cy5-IP20, human. activation, % at 11.4 µM. 0.079% of 340,000 active. AID 504700, 2011. PKA-R2B holoenzyme dissociation; R2B truncated from residue 108, S112A mutant; 0% DMSO only, 100% 113 µM cGMP;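 active means activation above a cutoff set at the mean over all compounds plus 3 SD, cut at about 18% in these data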;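 further: higher means more holoenzyme dissociation and a rise in polarization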
Cardiac RTF inh: cardiac RTF calcium sensitivity inhibitors, primary screen, biochemical, IANBD-TnC fluorescence, EC70 calcium; Troponin I, cardiac muscle (Homo sapiens) + Troponin T, cardiac muscle (Homo sapiens) + …; inhibition, % at 7.15 µM; IANBD-labeled cardiac RTF, Ca2+ fluorescence; 0.12% of 340,000 active;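 active means inhibition above the mean inhibition of all tested compounds plus 3 SD, cut at about 17% in these data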;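 further: assay run at fixed EC70 calcium of 1.6 mM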
Rtt109 Vps75: inhibitors of C. albicans Rtt109/Vps75 HAT, primary screen, biochemical, ThioGlo CoA-SH fluorescence, plate reader | Histone acetyltransferase RTT109 (Candida albicans (strain SC5314 / ATCC MYA-2876)), … | purified Rtt109/Vps75, 4 h | inhibition, % at 34.9 µM | 0.16% of 330,000 active | AID 540336, 2011;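 active means inhibition of at least 50% in every replicate; inconclusive means best replicate reaches 50% inhibition but some replicates fall short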
Target sequence (Q5AAJ8 whole entry, looked up): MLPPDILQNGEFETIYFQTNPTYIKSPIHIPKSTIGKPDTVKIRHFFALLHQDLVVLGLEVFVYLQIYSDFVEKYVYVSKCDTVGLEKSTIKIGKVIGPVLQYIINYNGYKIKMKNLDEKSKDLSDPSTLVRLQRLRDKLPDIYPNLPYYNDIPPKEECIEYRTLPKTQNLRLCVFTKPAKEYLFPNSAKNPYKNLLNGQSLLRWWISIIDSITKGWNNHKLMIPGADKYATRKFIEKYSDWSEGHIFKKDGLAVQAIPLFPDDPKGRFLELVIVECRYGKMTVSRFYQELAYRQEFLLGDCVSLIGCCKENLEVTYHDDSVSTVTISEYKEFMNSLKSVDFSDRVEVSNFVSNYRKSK
LANA DNA inh: inhibitors of KSHV C-LANA binding to DNA, primary screen, biochemical, fluorescence polarization, FAM-LBS DNA, MBP-C-LANA, single point | Kaposi's sarcoma herpesvirus LANA C-terminal domain (residues 932-1162) DNA binding | inhibition, % at 9 µM | 0.078% of 340,000 active | AID 504423, 2011;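 active means highest replicate inhibition at or above 60% at 9 µM, even if other replicates fall short; inactive means all replicates below 60% inhibition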;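 further: 0% = neutral control wells and 100% = 4 µM acridine orange control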
Numbers without * were called inactive; ? = inconclusive; · = not tested or not shown.

SMILES	Keap1-Nrf2 PPI	CAL PDZ FP-1	SR-BI DiI-HDL act	DAGLB inhibitor	RTF Ca sens act	CAL PDZ FP-2	PKA-R2B activ	Cardiac RTF inh	Rtt109 Vps75	LANA DNA inh
O=C(CSc1nnc(COc2cccc3cccnc23)o1)N1CCc2ccccc21	-5	-2	8	-2	-3	-1.0	-1	-7	-16	2.1
CCN(CC)CCCNC(=O)c1cn(CCOC)c(=O)c2c1c1ccccc1n2C	0	-6	-5	-1	4	·	-11	5	10	0.2
CN1C(=O)C2(OCC(C)([N+](=O)[O-])CO2)c2ccccc21 (centres undefined)	-1	·	-4	-2	-2	-0.4	0	-1	-2	-0.5
CC(=O)Nc1ccc(NC(=O)C2CCCN2C(=O)NC2CCCCC2)cc1 (centres undefined)	1	-3	·	-3	3	-0.1	-11	2	-4	0.1
Cn1nc(C(F)(F)F)cc1-c1ccc(/C=C(\C#N)C(=O)c2ccccc2)s1	?	·	22	4	5	-0.5	-3	-3	2	-5.1
CCc1cc2c(=O)c(-c3nc4ccccc4n3C)c(C)oc2c(CN2CCOCC2)c1O	-2	1	2	1	0	-0.4	0	0	-2	-0.5
CC1CCN(CC(=O)Nc2ccc(Br)cc2[N+](=O)[O-])CC1	8	·	17	-4	2	-1.3	-6	-14	0	-0.6
Cc1ccc(/C=N/Nc2cccc3cccnc23)c(O)c1	-1	·	-54	-1	-9	0.6	8	0	3	-0.8
CC1(O)N(CCC(=O)Nc2cccc(F)c2)C(=O)OC12CCCCC2 (centres undefined)	-6	-1	8	-1	-4	0.9	-5	-1	9	26
COc1ccc(N(C)C(=O)c2cc3c(s2)-c2ccc(Cl)cc2S(=O)(=O)C3)c(OC)c1	0	-1	-25	-1	0	-2.4	-5	-3	6	-0.2
CC(C(=O)NCc1ccco1)n1ccc2cc(S(=O)(=O)N3CCCC3)ccc21 (centres undefined)	1	1	-1	0	3	-2.4	8	-6	-2	0.7
Cn1c(SCC(=O)Nc2cccc(S(=O)(=O)N3CCOCC3)c2)nnc1-c1ccncc1	-1	·	10	-1	-4	-0.4	-19	-6	-11	-0.3
CC(/C=N/NC(=O)c1ccncc1)=C\c1ccccc1	-5	-1	16	0	1	-5.8	-1	0	·	-4.1
Cc1ccc(NC(=O)c2ncn(CC(=O)N[C@H](C)c3cccc4ccccc34)n2)cc1C	3	-3	-25	-4	0	-0.3	-5	0	-3	0.3
COc1ccccc1C(=O)COC(=O)CCNS(=O)(=O)c1ccc(C)c(C)c1	-3	-3	0	-2	-6	-2.3	-6	0	-3	-0.5
O=C(Nc1ccc2c(c1)OCO2)c1ccc(CN2CCOCC2)cc1	-2	-5	16	4	-5	-2.3	2	0	-2	-0.9
O=C(c1ccc(Cl)cc1)C1CCCN(Cc2cccn2-c2ccccn2)C1 (centres undefined)	-2	-4	4	3	2	-0.6	2	0	-2	1.1
NC(=O)c1ccccc1OC1CCC1	-1	·	-12	·	·	-1.5	·	·	21	-1.0
COc1cccc(C(=O)N(Cc2ccco2)Cc2cc3cccc(C)c3[nH]c2=O)c1	0	-1	20	1	1	-1.2	1	-11	1	0.5
O=C(Nc1cc([N+](=O)[O-])ccc1O)c1cccc(C(=O)Nc2cc([N+](=O)[O-])ccc2O)c1	1	1	-28	4	-3	-0.2	-5	-2	-3	-0.5
Cc1cccc(N2CCN(S(=O)(=O)c3ccc4c(c3)CCCN4C(=O)C3CCC3)CC2)c1C	-5	-1	2	-8	-4	-2.2	-12	2	15	-0.2
COc1ccc(S(=O)(=O)N2CCC(C(=O)N[C@H](C(=O)N3CCCC3)C(C)C)CC2)cc1	-1	94*	-5	1	5	-0.2	-2	-2	?	-0.4
O=C(NCCN1CCOCC1)c1cc(S(=O)(=O)Nc2ccccc2F)c(Cl)cc1Cl	-2	-3	-2	2	3	-1.0	-13	-2	26	-0.2
CCn1c(N2CCN(C(=S)NC)CC2)nc2ccccc21	-2	0	-9	2	3	-0.4	0	3	1	-1.4

Rewritten with values under each structure: entries from further up.
Values in the order – Keap1-Nrf2 PPI	CAL PDZ FP-1	SR-BI DiI-HDL act	DAGLB inhibitor	RTF Ca sens act	CAL PDZ FP-2	PKA-R2B activ	Cardiac RTF inh	Rtt109 Vps75	LANA DNA inh
O=C(Nc1ccc2c(c1)OCO2)c1ccc(CN2CCOCC2)cc1
 : -2	-5	16	4	-5	-2.3	2	0	-2	-0.9
COc1cccc(C(=O)N(Cc2ccco2)Cc2cc3cccc(C)c3[nH]c2=O)c1
 : 0	-1	20	1	1	-1.2	1	-11	1	0.5

The list goes on:
SMILES	Keap1-Nrf2 PPI	CAL PDZ FP-1	SR-BI DiI-HDL act	DAGLB inhibitor	RTF Ca sens act	CAL PDZ FP-2	PKA-R2B activ	Cardiac RTF inh	Rtt109 Vps75	LANA DNA inh
Cc1ccc(S(=O)(=O)Nc2ccc(SC(F)F)cc2)c(C)c1	-3	-7	0	-6	-7	-0.5	2	-3	1	1.7
CCOC(=O)C1=C(C)NC(C)=C(C(=O)OCC)C1/C=C/c1ccccc1OC	-2	-6	-23	-6	-2	-3.4	-15	2	5	-1.2
COc1cc(-n2c(=O)c3ccccc3n(Cc3cc(=O)n4ccccc4n3)c2=O)cc(OC)c1OC	2	10	2	-4	-5	-1.6	0	-6	10	1.1
Cc1cc(NC(=O)COC(=O)[C@H](Cc2c[nH]c3ccccc23)NC(=O)c2ccc(F)cc2)no1	-6	-7	6	2	12	0.0	-11	-5	-6	-0.2
O=C(/C=C/c1ccc([N+](=O)[O-])cc1)NCC1CCCO1 (centres undefined)	-3	-2	28	0	9	-2.4	9	-2	12	0.3
COC(=O)c1ccc(CSc2nnc(SCc3ccc(C(=O)OC)o3)s2)o1	-1	-2	-17	-4	-3	-1.9	-1	-12	-2	0.8
CCCN(CC(=O)Nc1ccccc1C)C(=O)CCNC(=O)c1ccccc1Cl	-4	0	16	1	5	-2.0	3	-14	-7	0.8
Cc1cn(S(=O)(=O)c2ccccc2[N+](=O)[O-])cn1	0	3	30	-1	2	0.1	-6	-1	-9	0.0
CCC1C=C(c2ccccc2)C=CN=C1N(CC)CC (centres undefined)	0	-2	23	-3	-3	0.1	-12	0	3	-0.4
O=c1c(-c2ccccc2)nc(-c2ccccc2)cn1O	-3	1	10	-2	-4	·	-6	-29	12	2.7
CCCCc1ccc(NC(=O)N[C@H](C(=O)O)C(C)C)cc1	-1	-5	11	2	-2	-1.8	-9	-6	17	-0.8
CC(C)(CCC(=S)N1CCOCC1)c1ccccc1	5	0	23	1	-4	-1.0	-4	-4	7	1.0
COc1cc(CN2CCNC(=O)C2CC(=O)N(C)CCN2CCOCC2)cc(OC)c1 (centres undefined)	-1	·	11	0	-1	-0.8	-4	-9	1	1.9
CC(=O)c1cnc2c(-c3ccccc3)c(-c3ccccc3)nn2c1C	1	-9	-1	-3	-3	0.1	0	3	-9	-1.3
CC(=O)c1ccc(NC(=S)N2CCC(O)CC2)cc1	1	0	21	1	15	-4.6	1	-7	12	-0.8
c1ccc(-c2ccccn2)nc1	-3	-2	13	0	0	-0.5	4	3	-2	1.2
Cc1[nH]c2ccccc2c1/C=C/C(=O)c1ccncc1	5	6	-20	-1	1	-1.5	-8	-9	-3	1.4
C[C@]1(C(=O)NCCN2CCOCC2)C=C[C@@H](Cc2ccccc2)N1C(=O)c1ccccc1	-1	-2	19	1	-1	-1.0	1	-3	-2	-0.3
CN(C)S(=O)(=O)c1ccc(Cl)c(C(=O)NCC2CCCCC2)c1	-2	-6	·	-2	0	-3.7	7	-12	-6	0.9
CN(C)c1ccc(P(=O)(OC2CCCCC2)C(O)c2ccncc2)cc1 (centres undefined)	0	·	7	-1	2	-1.1	8	-2	1	-0.1
CCOC(=O)c1sc(NC(=O)CSc2nncs2)c(C(=O)OCC)c1C	-6	4	-12	-10	-1	·	1	-8	-8	0.9
CCCCC(C(=O)O)C(C)CC(=O)NNC(=O)c1ccco1 (centres undefined)	-1	-2	-10	-3	1	1.3	5	-6	2	-0.9
CC(C(=O)c1ccccc1)[n+]1cccc(Br)c1 (centres undefined)	-6	2	-4	-2	-2	0.1	7	-5	-2	-2.1
O=C(NCc1cccs1)C1CCN(S(=O)(=O)c2cccs2)CC1	0	-3	4	0	-3	·	-3	1	2	0.6
O=C(C1=C[C@@H](c2ccccc2)C[C@@H](OCCCCO)O1)N1CCN(Cc2ccc3c(c2)OCO3)CC1	2	3	39	-1	2	-1.6	-19	-2	11	-1.0
COC(=O)c1ccc2c(c1)C(NC(C)=O)CCc1cc(OC)c(OC)c(OC)c1-2 (centres undefined)	4	-2	7	3	-1	0.1	-3	-9	-1	2.1
Cc1ccc(C2CC(=O)N3CN(Cc4ccco4)CSC3=C2C#N)cc1 (centres undefined)	-5	0	-17	-3	0	-1.8	-12	-11	3	1.0
Cc1nn(C(C)C(=O)NC(C)CCc2ccccc2)c(=O)c2cc3occc3n12 (centres undefined)	-1	·	7	-5	1	-1.1	-1	-1	0	-0.8
CC(C)(C)c1ccc(S(=O)(=O)N2CCCC2C(=O)N2CCOCC2)cc1 (centres undefined)	-2	3	3	·	·	-0.8	·	·	-1	-1.1
O=C(O)CSc1nnc(CSc2nc3ccccc3s2)n1-c1ccccc1	0	·	15	4	10	-0.7	-4	-8	-8	-0.1
COc1cc(C(=O)N2CCN(c3ccccc3)CC2)c([N+](=O)[O-])cc1OC	0	1	7	-3	4	-6.3	-5	-1	-18	0.9
CCCC(=O)Nc1nc(-c2ccccc2)ns1	-3	-4	-30	0	3	-1.2	12	4	3	-0.1
Cc1nc2ncnn2c(C)c1CCC(=O)NCCCN1CCN(c2cccc(Cl)c2)CC1	-1	-3	-4	0	7	-1.1	10	-5	0	0.9
COc1ccc(N(CC(=O)N2CCN(c3ccccc3F)CC2)S(=O)(=O)c2ccc(C)cc2)cc1	-4	-13	15	-2	-3	-1.4	8	2	-10	-1.6
